BoNT F protease – inhibitors of Botulinum neurotoxin F light chain protease; Multiplex microsphere protease cleavage assay, flow cytometry; inhibition, % at 10 µM; hit rate 0.22% among 360,000; in the data active = inhibition above about 35%, passing the limit was not always enough; inconclusive = no clear call, values can overlap the other calls; also: plate controls were buffer without enzyme for full effect and enzyme alone for no effect
PrPC surface inh – cell surface PrPC inhibition, primary TR-FRET screen; AID 720596; inhibition, % at 13.8 µM; hit rate 0.43% among 370,000; P04156; TR-FRET read-out; in the data active = inhibition above about 24%; also: 0% = median of the test wells and 100% = reference compound wells
MazF activator – MazEF (E. coli) toxin RNase activation. activation, % at 20 µM. AID 504720. hit rate 0.32% among 350,000. P0AE70. FAM/BHQ RNA-DNA oligo cleavage fluorescence, 5 h; in the data active = activation above about 50%
Target sequence (P0AE70 whole entry, looked up): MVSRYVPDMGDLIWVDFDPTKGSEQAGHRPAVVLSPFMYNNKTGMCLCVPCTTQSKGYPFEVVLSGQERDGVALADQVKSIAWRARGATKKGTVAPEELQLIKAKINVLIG
SSB-PriA inh – inhibitors of Klebsiella pneumoniae PriA binding to SSB C-terminal tail; hit rate 0.6% among 430,000; AlphaScreen SSBct-PriA binding, biotinylated peptide; inhibition, % at 33 µM; in the data active = inhibition mostly above about 37%, no sharp cut-off; inactive = mostly below about 20%;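 also: plate controls were negative control peptide for no effect and reference peptide for full effect; strong numbers were not always called active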
Anthrax LF prot – anthrax lethal factor protease inhibition; multiplex microsphere protease cleavage assay, LF; inhibition, % at 10 µM; hit rate 0.12% among 360,000; AID 588501; also: plate controls were buffer without enzyme for full effect and enzyme alone for no effect
Target sequence (P15917 whole entry, looked up): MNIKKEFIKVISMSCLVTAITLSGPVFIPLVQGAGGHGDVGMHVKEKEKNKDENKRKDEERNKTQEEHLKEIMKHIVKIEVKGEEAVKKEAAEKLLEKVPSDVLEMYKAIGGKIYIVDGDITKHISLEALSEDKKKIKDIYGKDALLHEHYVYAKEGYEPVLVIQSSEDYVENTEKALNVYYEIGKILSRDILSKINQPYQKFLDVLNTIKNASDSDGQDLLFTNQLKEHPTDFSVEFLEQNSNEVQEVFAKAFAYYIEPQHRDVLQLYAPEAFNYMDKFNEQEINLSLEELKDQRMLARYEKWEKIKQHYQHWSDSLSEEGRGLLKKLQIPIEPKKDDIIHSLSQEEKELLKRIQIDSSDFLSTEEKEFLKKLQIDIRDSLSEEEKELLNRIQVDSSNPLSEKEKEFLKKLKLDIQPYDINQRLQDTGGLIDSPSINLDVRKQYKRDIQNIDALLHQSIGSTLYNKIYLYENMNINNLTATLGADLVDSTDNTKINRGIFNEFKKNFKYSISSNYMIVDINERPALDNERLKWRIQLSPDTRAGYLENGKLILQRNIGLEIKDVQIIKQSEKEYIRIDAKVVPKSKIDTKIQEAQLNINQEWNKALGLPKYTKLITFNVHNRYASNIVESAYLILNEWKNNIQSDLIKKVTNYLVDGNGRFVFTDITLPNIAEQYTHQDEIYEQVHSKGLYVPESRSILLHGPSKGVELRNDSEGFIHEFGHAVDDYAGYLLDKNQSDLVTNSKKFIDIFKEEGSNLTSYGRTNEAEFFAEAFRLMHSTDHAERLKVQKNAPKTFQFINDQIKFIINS
BoNT-A LC inh2 – blocks Botulinum neurotoxin A light chain protease; AID 588499; multiplex microsphere protease substrate cleavage, flow cytometry; hit rate 0.17% among 360,000; inhibition, % at 10 µM; also: plate controls were buffer without enzyme for full effect and enzyme alone for no effect
Rv3671c inh – Rv3671c (M. tuberculosis) protease inhibition; P9WHR9; inhibition, % at 5.96 µM; hit rate 0.048% among 320,000; AID 2606; in the data active = inhibition above about 38%;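 also: extracellular domain of Rv3671c used as enzyme; 0% = enzyme with DMSO and 100% = no enzyme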
CCHFV vOTU inh – blocks the CCHF virus ovarian tumor domain protease; CCHFV vOTU protease, Pep-AMC fluorescence; inhibition, % at 11.5 µM; hit rate 0.55% among 370,000; AID 651958; in the data active = inhibition above about 30%; also: 0% = vehicle wells with enzyme and 100% = no enzyme wells
VHR inh abs – blocks human VHR1 dual specificity phosphatase | P51452 | recombinant VHR phosphatase, pNPP absorbance | inhibition, % at 13.3 µM | hit rate 0.52% among 290,000 | AID 1654; in the data active = inhibition above about 50%; also: some compounds called inactive have numbers as strong as hits
SARS 3CLpro inh – SARS-CoV 3CLpro protease inhibition; recombinant SARS-CoV 3CLpro, quenched FRET peptide cleavage; inhibition, % at 6 µM; hit rate 0.14% among 290,000; in the data active = inhibition above about 12%
An asterisk follows results filed as active; ? = inconclusive; . = no result given; & = joins results of further samples. Rule as the data show it, unless noted: active = inhibition above about 30%; inconclusive = no clear call, values can overlap the other calls; inactive = below that. An excerpt; rates above refer to the full screens.

SMILES	BoNT F protease	PrPC surface inh	MazF activator	SSB-PriA inh	Anthrax LF prot	BoNT-A LC inh2	Rv3671c inh	CCHFV vOTU inh	VHR inh abs	SARS 3CLpro inh
Cc1ccc(-c2nc3ccccc3o2)cc1NC(=S)NC(=O)c1cccs1	-7.6	-3.6	3.7	-5.7	-0.4	-0.1	-8.8	9.5	15.1	-1.5
Cc1cc(C)n(-c2nc(SCCN(C)C)c3c4c(sc3n2)COC(C)(C)C4)n1	-9.8	-7.1	12.5	-2.7	-1.7	-0.7	2.2	-15.3	6.2	-6.0
O=C(Nc1cccc(C(F)(F)F)c1)c1scc2c1OCCO2	-0.8	1.8	1.3	-0.9	-1.0	-0.8	8.2	-1.8	12.3	-1.7
CN1CCN(c2ccc(S(=O)(=O)N3CCCCC3)cc2NC(=O)/C=C/c2ccc(Cl)c([N+](=O)[O-])c2)CC1	-6.8	-23.1	-2.9	15.4	-2.0	-1.4	3.2	-2.8	.	.
C[C@@H]1CN([C@@H](C)CO)S(=O)(=O)c2ccc(Br)cc2O[C@H]1CN(C)C(=O)Cc1cccnc1	-9.0	2.8	3.0	.	-6.1	-0.1	.	-0.2	.	.
COc1ccc2nc(SCc3ccccc3)nc(C)c2c1	-10.9	6.8	-0.6	-58.9	-0.6	0.1	-10.2	-13.2	27.0	-2.0
Cc1cnc(C(=O)OCC(=O)c2ccc(F)c(F)c2)cn1	0.7	-1.4	-1.8	4.9	-3.2	0.1	-3.6	11.8	.	.
O=C(Nc1cccnc1)c1cc(-c2cc(Cl)ccc2O)n[nH]1	1.0	3.5	10.7	-11.4	-3.7	1.8	-17.7	-5.5	2.5	-1.3
Cc1cc(C)n(-c2ccc(C(=O)Nc3ccc(C)c(S(=O)(=O)N4CCOCC4)c3)cc2)n1	-5.9	15.8	3.6	1.4	-3.9	1.1	-2.0	-7.5	5.0	-0.3
CC1(C)Cc2c(c(N3CCOCC3)nc3snc(NC(=O)c4ccccc4)c23)CO1	1.8	-7.0	1.6	-20.2	-8.4	0.4	4.5	6.5	-14.9	4.6

The list goes on, starting with the last 7 of the part before.
SMILES	BoNT F protease	PrPC surface inh	MazF activator	SSB-PriA inh	Anthrax LF prot	BoNT-A LC inh2	Rv3671c inh	CCHFV vOTU inh	VHR inh abs	SARS 3CLpro inh
CN1CCN(c2ccc(S(=O)(=O)N3CCCCC3)cc2NC(=O)/C=C/c2ccc(Cl)c([N+](=O)[O-])c2)CC1	-6.8	-23.1	-2.9	15.4	-2.0	-1.4	3.2	-2.8	.	.
C[C@@H]1CN([C@@H](C)CO)S(=O)(=O)c2ccc(Br)cc2O[C@H]1CN(C)C(=O)Cc1cccnc1	-9.0	2.8	3.0	.	-6.1	-0.1	.	-0.2	.	.
COc1ccc2nc(SCc3ccccc3)nc(C)c2c1	-10.9	6.8	-0.6	-58.9	-0.6	0.1	-10.2	-13.2	27.0	-2.0
Cc1cnc(C(=O)OCC(=O)c2ccc(F)c(F)c2)cn1	0.7	-1.4	-1.8	4.9	-3.2	0.1	-3.6	11.8	.	.
O=C(Nc1cccnc1)c1cc(-c2cc(Cl)ccc2O)n[nH]1	1.0	3.5	10.7	-11.4	-3.7	1.8	-17.7	-5.5	2.5	-1.3
Cc1cc(C)n(-c2ccc(C(=O)Nc3ccc(C)c(S(=O)(=O)N4CCOCC4)c3)cc2)n1	-5.9	15.8	3.6	1.4	-3.9	1.1	-2.0	-7.5	5.0	-0.3
CC1(C)Cc2c(c(N3CCOCC3)nc3snc(NC(=O)c4ccccc4)c23)CO1	1.8	-7.0	1.6	-20.2	-8.4	0.4	4.5	6.5	-14.9	4.6
CCOc1ccc(C(=S)N2CCCC2)cc1	1.3	-0.5	2.2	-16.0	1.5	-1.0	-2.1	5.6	17.1	-5.1
COc1ccc(Nc2cc(C(=O)NCCCN3CCOCC3)c3ccccc3n2)c(OC)c1	-3.9	1.4	4.1	4.4	-6.1	0.2	1.7	1.0	36.8	3.0
CC(C)c1ccc(C(=O)NNC(=O)C2CC=CCC2C(=O)O)cc1 (centres undefined)	-0.2	-1.7	1.1	1.1	-0.8	-0.1	-5.6	-14.9	-4.8	-9.2
COc1ccccc1NC(=O)C1CCCN1S(=O)(=O)c1ccc(Cl)cc1 (centres undefined)	-4.2	-0.6	0.7	-9.7	2.8	-0.4	3.2	-1.0	-9.5	4.7
CS(=O)(=O)Nc1cccc(-c2cc(NC=O)c3ncc(-c4ccc(F)cc4)n3c2)c1	-1.5	-13.5	.	.	-5.7	-0.2	.	11.5	.	.
O=C(NCc1cccs1)c1cccc2c(-c3cccnc3)coc12	-3.9	4.3	.	.	-5.3	-0.2	.	14.9	.	.
Nc1ccc2c(c1)CC(=O)c1ccccc1S2	-1.6	3.5	2.9	1.4	-0.9	0.0	5.4	-1.4	18.0	-0.5
NS(=O)(=O)c1cccc(NC(=O)COC(=O)Cc2ccc(S(=O)(=O)N3CCOCC3)s2)c1	.	-5.8	4.6	4.6	.	.	.	-0.8	.	.
COc1ccc(S(=O)(=O)NCc2cc(=O)n(C)c(=O)n2C)cc1C	4.1	-1.6	10.9	-7.2	-1.8	0.7	0.2	-6.5	-6.5	-1.1
Cc1ccc(S(=O)(=O)NNC(=O)CC#N)cc1	-5.1	4.9	-0.4	-19.8	2.4	0.1	10.7	3.8	-5.0	.
COc1ccc(-c2[nH]ncc2CN(C)CCc2c(C)n[nH]c2C)c(F)c1	-9.5	5.5	2.8	4.8	-1.5	0.2	6.6	6.7	44.3	2.8
CC(Oc1ccccc1)c1ccnc2nc(/N=C/N(C)C)nn12 (centres undefined)	6.1	-7.7	-1.5	.	-1.7	?	4.5	-8.1	-11.7	-0.5
CCC(=O)N1CCc2cc(S(=O)(=O)CCC(=O)NC(C)CC)ccc21 (centres undefined)	-5.3	-6.0	0.3	-4.1	0.9	-1.7	-1.0	3.3	9.8	4.0
O=C(Nc1ccccn1)C(F)(F)C(F)(F)C(F)(F)C(F)(F)C(=O)Nc1ccccn1	5.7	11.5	4.1	-14.6	-4.3	-0.7	1.2	-16.8	2.9	4.6
CCCN(C(=S)Nc1ccccc1)C1CCS(=O)(=O)C1 (centres undefined)	-3.9	-3.7	3.1	5.0	-3.3	-0.9	0.1	5.5	15.7	1.1
O=C(COC(=O)CCSc1ccc(F)cc1)NCc1ccc(F)cc1	-1.0	-3.5	7.4	-24.3	-3.1	-0.2	3.0	-14.4	.	.
CC(C)NC(=O)Nc1cccc2c1O[C@H](CN(C)S(=O)(=O)c1ccccc1)[C@@H](C)CN([C@H](C)CO)C2=O	-3.0	-0.6	0.7	0.2	4.8	-0.5	-2.6	3.5	.	.
c1cc2nncn2nc1N1CCCC1	1.8	8.7	4.1	-4.3	-0.1	0.0	-5.9	4.3	24.9	-0.6
CCC(C)NC(=O)c1ccc(N2CC3CC(C2)c2cccc(=O)n2C3)c(NC(=O)c2c(F)cccc2F)c1 (centres undefined)	3.6	-0.4	5.0	.	-0.8	0.2	.	-3.1	.	.
CCc1cc2c(NC(Cc3ccccc3)C(=O)O)ncnc2s1 (centres undefined)	?	2.1	10.5	-3.1	-4.6	-3.0	.	-12.0	20.5	-3.8
O=C(O)c1cc(NCc2ccc(F)cc2)ccc1N1CCOCC1	-6.7	-3.0	-0.5	-13.2	-3.4	1.1	-1.5	-3.9	20.6	3.4
C/C(=N\Nc1ncc(Cl)cc1Cl)c1ccccn1	-1.2	.	-29.1	.	3.6	7.4	.	.	7.2	-0.3
COC1=NC2=NCCN2C(OC)=N1	2.9	11.1	-3.5	-4.4	2.2	-0.5	.	-13.2	.	.
O=C(CSc1nnc(COc2ccc(Cl)cc2)o1)N1CCN(c2ccccc2)CC1	-3.9	-11.3	6.5	7.0&-3.1	-1.2	-0.4	5.7	-1.6	-1.5	2.3
O=C1C2CCCN2C(c2cccnc2)N1c1cccc(Cl)c1 (centres undefined)	-9.1	1.7	-23.0	-2.6	-0.8	-1.1	-2.1	12.8	20.8	-5.0
COc1cccc(-c2nnn(CCC(=O)O)n2)c1	2.9	1.8	-6.9	-12.4	1.3	?	-14.8	2.2	-30.5	9.5
NC(=O)c1ccc(C(=O)N/N=C(/Cc2ccccc2)c2ccccc2)cc1	-5.6	1.7	6.9	.	-2.0	-2.4	.	-6.7	5.9	-4.5
O=C(Oc1cccc2cccnc12)c1cccs1	3.3	-0.4	8.7	9.8	-5.5	-0.5	5.0	4.0	-1.0	-3.1
Cc1noc(C)c1CSCC(=O)Nc1cc(C(F)(F)F)ccc1N1CCOCC1	5.2	5.6	2.8	-12.9	-9.7	-0.6	-5.2	3.8	.	.
O=C(c1ccccc1)N1CCC(O)(c2ccc3c(c2)OCO3)CC1	2.7	0.7	-3.7	-3.0	1.1	-0.4	-9.8	17.8	13.2	-5.5
O=C(NC(=O)c1ccccc1)OCCN1C(=O)c2ccccc2C1=O	-3.2	-4.4	15.8	-7.1	-6.9	-0.6	-6.9	-1.6	48.7	-1.2
O=[N+]([O-])c1ccc(Nc2ccc(Cl)cc2)nc1	-6.0	-14.4	7.6	-14.4	-5.5	-1.4	-4.2	-3.5	5.6	1.4
COc1ccc2c3c(cccc13)N(C)N=C2C	-144.6	-51.4	7.4	10.8	-11.5	1.6	-36.5	26.9	23.5	-3.6
Cc1ccc(NC(=O)c2sccc2-n2cccc2)c(Cl)c1	-4.6	-2.7	-2.7	-2.1	-2.7	-0.4	-5.8	8.8	-0.5	5.5
CC1(C)COC(Cn2c3ccccc3c3ccccc32)O1 (centres undefined)	6.3	0.4	1.4	-11.5	-11.2	1.9	-5.6	-3.2	8.5	-3.2
O=C(NCCO)/C(=C\c1cccc([N+](=O)[O-])c1)NC(=O)c1cccs1	6.0	-16.4	-6.2	.	5.8	0.3	.	-5.2	.	.
O=C(CSc1ncn(-c2ccccc2)n1)N1CCc2ccccc21	-7.5	1.9	2.6	0.1	-0.5	1.3	-5.1	0.5	-5.8	4.3
CN(C)CC(C(=O)Cc1ccccc1)c1ccccc1 (centres undefined)	-1.1	7.8	-7.8	-6.8	6.9	-0.4	.	0.2	.	.
O=C(CN1CCC(NC(=O)Cc2ccccc2)CC1)Nc1ccccc1Br	0.9	-5.0	3.5	7.8	-0.6	0.3	5.5	0.4	-1.6	6.0
NC(=S)N/N=C/c1coc2ccccc2c1=O	-1.9	-5.8	2.8	.	-1.4	-0.1	26.3	-4.7	32.7	-2.0
COc1ccc(NC(=O)Nc2ccccc2F)c(C)c1	2.1	6.4	2.4	-17.1	-1.0	-0.4	1.3	5.3	8.4	1.6
O=C(NC(=S)NCCCN1CCOCC1)c1cccc2ccccc12	-4.9	-10.0	1.9	6.5	-5.5	-0.5	7.8	-1.9	13.0	3.0
COc1ccc(N2CCN(C(=S)Nc3cccc(OC)c3)CC2)cc1	?	-2.8	5.9	-7.2	-13.8	2.3	0.3	-7.0	-6.4	-2.1
Fc1ccc(/C=N\Nc2cccc(F)c2)cc1	?	0.6	7.1	.	2.9	0.2	3.8	-8.9	3.5	2.9
Cc1ccc(CNC(=O)C2CCCN2C(=O)Nc2cccc(Cl)c2)cc1 (centres undefined)	-1.8	-4.3	8.9	-15.8	-8.0	0.0	0.8	-17.4	-5.4	0.3
CC(Cc1ccccc1)NC(=O)C(c1ccc(N)cc1)c1ccc(N)cc1 (centres undefined)	?	0.4	8.5	-10.2	-3.0	-7.0	4.0	-4.3	8.8	3.1

Source: PubChem BioAssay
